Bcl-xL primary: inhibitors of human Bcl-xL, primary screen, biochemical, fluorescence polarization, HTS. GST-Bcl-xL / FITC-Bim BH3 peptide fluorescence polarization. Bcl-2-like protein 1 (Homo sapiens), Q07817. inhibition, % at 10.9 µM. 0.7% of 320,000 active;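 active = inhibition above the mean of all tested compounds plus 3 SD, cutoff set per campaign, cut at about 30% in these data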;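 also: 0% = DMSO wells and 100% = unlabeled Bim-BH3 peptide competitor; inhibitors lower millipolarization by displacing the labeled peptide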
Target sequence (Q07817 whole entry, looked up): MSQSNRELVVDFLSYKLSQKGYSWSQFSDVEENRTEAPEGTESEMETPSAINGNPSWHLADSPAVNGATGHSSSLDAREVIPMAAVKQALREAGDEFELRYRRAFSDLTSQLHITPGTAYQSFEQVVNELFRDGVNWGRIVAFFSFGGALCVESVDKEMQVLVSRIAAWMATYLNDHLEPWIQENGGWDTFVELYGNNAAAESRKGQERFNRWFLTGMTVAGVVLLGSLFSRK
Fam108B inh: mouse Fam108B serine hydrolase inhibitors, primary screen, counter-screen for RBBP9 inhibitor project, biochemical, fluorescence polarization; recombinant Fam108B, FP-Rh probe fluorescence polarization; inhibition, % at 9.51 µM; 0.33% of 300,000 active;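 active = inhibition above the screen mean inhibition plus 3 SD, computed separately per campaign, cut at about 18% in these data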;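 also: inhibitors lower polarization as less probe binds the enzyme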
MCL1-BIM inh: inhibitors of MCL1 binding to BIM-BH3, primary screen, biochemical, fluorescence polarization | Induced myeloid leukemia cell differentiation protein Mcl-1 (Homo sapiens), Q07820 | GST-MCL1 / FITC-Bim-BH3 fluorescence polarization | inhibition, % at 10.9 µM | 0.68% of 320,000 active | AID 2057, 2009;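 active = inhibition above the mean inhibition of all tested compounds plus 3 SD, set per campaign, cut at about 40% in these data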;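 also: 0% = DMSO wells and 100% = unlabeled Bim-BH3 peptide control; higher means more loss of mP so more displacement of Bim peptide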
CR mimetic SO: reduction of superoxide in aged yeast, primary screen, HTS. S. cerevisiae aged cells, superoxide DHE fluorescence; hits give low values. superoxide response (% of plate mean), % at 10 µM. 0.18% of 330,000 active;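 active = superoxide response under a set limit, about three screen SD below normal, cut at about 65% in these data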;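 also: yeast aged for seven days with compound at 30 °C before DHE staining; 100% = average MFI of all compound-treated wells on the plate with controls excluded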
GLD-1 TGE inh: GLD-1/TGE RNA complex disruptors, primary screen, biochemical, fluorescence polarization | AID 2280, 2010 | purified GLD-1 + fluorescein TGE RNA | inhibition, % at 5.96 µM | Female germline-specific tumor suppressor gld-1 (Caenorhabditis elegans), Q17339 | 0.44% of 320,000 active;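 active = percent inhibition above a per-plate cutoff, the plate mean of test compounds plus 3 SD, cut at about 30% in these data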;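 also: 0% = DMSO wells with GLD-1 and probe and 100% = wells lacking GLD-1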
Target sequence (Q17339 whole entry, looked up): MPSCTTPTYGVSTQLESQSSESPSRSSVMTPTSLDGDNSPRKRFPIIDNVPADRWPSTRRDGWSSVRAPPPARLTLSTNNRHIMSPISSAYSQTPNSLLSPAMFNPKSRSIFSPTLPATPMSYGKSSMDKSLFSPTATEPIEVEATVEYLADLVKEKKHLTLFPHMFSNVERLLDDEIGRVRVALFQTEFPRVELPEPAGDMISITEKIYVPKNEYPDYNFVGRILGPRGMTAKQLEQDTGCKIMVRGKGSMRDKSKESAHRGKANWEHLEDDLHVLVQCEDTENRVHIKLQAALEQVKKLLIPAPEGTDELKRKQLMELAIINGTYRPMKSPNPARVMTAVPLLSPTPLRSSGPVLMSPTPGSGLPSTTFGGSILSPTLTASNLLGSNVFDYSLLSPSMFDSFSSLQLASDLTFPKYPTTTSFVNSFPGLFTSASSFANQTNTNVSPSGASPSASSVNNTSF
ZTA DNA inh: blocks Epstein-Barr virus ZTA, an EBNA-1 counter-screen; AID 2234; inhibition, % at 11 µM; P03206; ZTA-DNA binding, fluorescence polarization; 0.15% of 320,000 active; in the data active = inhibition above about 33%
Target sequence (P03206 whole entry, looked up): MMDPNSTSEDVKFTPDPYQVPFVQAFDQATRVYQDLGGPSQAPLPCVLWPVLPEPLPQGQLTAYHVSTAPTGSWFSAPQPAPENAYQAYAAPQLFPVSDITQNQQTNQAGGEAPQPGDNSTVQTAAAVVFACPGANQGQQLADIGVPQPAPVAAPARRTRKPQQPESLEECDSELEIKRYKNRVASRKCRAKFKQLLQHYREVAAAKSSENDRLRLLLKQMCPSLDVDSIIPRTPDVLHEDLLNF
EBNA-1 inhibitor: EBNA-1 DNA-binding inhibitors, primary screen, biochemical, fluorescence polarization | inhibition, % at 14.8 µM | 0.34% of 300,000 active | AID 1950, 2009; in the data active = inhibition above about 28%
MEX-5 binding: MEX-5 zinc finger RNA-binding disruptors – biochemical, C. elegans, fluorescence polarization, MLPCN library, primary screen; 0.38% of 300,000 active; AID 1832, 2009; MEX-5/FITC-TCR2 RNA binding; hits give low values; activity score (negative = inhibition of binding), % at 10 µM;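 active = inhibition past about -25% in most replicates, and total fluorescence under double the plate's negative control median, limit read from the data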;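 also: 0% = DMSO and -100% = 5 µM competing unlabeled TCR2 RNA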
Efflux pump inh: inhibitors of Candida efflux pumps in yeast, primary screen, S. cerevisiae, Nile Red, multiplex; inhibition, % at 10 µM; AID 485275, 2010; 0.44% of 330,000 active; S. cerevisiae Candida pump triplex;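 active = plate passing quality check with inhibition over a set limit, or well fluorescence over plate mean plus 4 SD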;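 also: Nile Red retained in pooled yeast measured as flow cytometry median fluorescence; 0% = buffer negative control and 100% = Enniatin B positive control; higher means more Nile Red kept so more efflux inhibition; some compounds called inactive have numbers as strong as hits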
Numbers without * were called inactive.

Sequence of screens – Bcl-xL primary	Fam108B inh	MCL1-BIM inh	CR mimetic SO	GLD-1 TGE inh	ZTA DNA inh	EBNA-1 inhibitor	MEX-5 binding	Efflux pump inh
Cc1cc(C)n(CCNC(=O)CC2C(=O)NCCN2Cc2ccccc2C(F)(F)F)n1 (configuration not stated)
 : 17	4	25	107	11	-1	-11	-4.2	-0.1
CC(=O)Nc1nc(C)c(Oc2ccc(Cl)cc2Cl)c(=O)[nH]1
 : 6	3	8	100	13	-1	-3	0.7	0.2
COc1ccc2c(c1)C(c1ccc(C)o1)=NNC(c1cccnc1)=N2
 : 9	1	6	104	-1	-6	-3	-2.4	0.3
O=C(CSCc1cccc(Cl)c1)N/N=C/c1ccc(OCC(=O)N2CCCCC2)cc1
 : 3	-2	6	99	2	-16	7	2.2	0.0
COc1cc(C(=O)OCc2ccc(C)cc2)cc(NC(=O)c2cccs2)c1OC
 : 4	-4	1	95	-5	-2	-5	0.9	0.2
Cc1ccc(-n2c(C)nnc2SCC(=O)N2CCOCC2)cc1
 : 4	1	6	95	-3	4	-2	0.0	0.0
CN(C)S(=O)(=O)c1ccc(NC=O)cc1
 : 0	0	-2	92	-1	4	5	0.0	-0.1
CC1(C)CC(=O)C2=C(C1)N(Cc1ccco1)C(=O)C2(NC(=O)c1cccnc1)C(F)(F)F (configuration not stated)
 : 1	0	-2	102	-2	23	4	1.7	-0.1
CNC(=O)COC(=O)c1ccc(NC(=O)CC#N)cc1
 : 9	-1	5	98	6	12	-9	-0.5	-0.1
Cc1ccc(N2C(=O)CC(Sc3ncccc3C(=O)O)C2=O)cc1 (configuration not stated)
 : 9	-4	4	112	-1	4	13	0.1	0.1

Additional records follow.
Sequence of screens – Bcl-xL primary	Fam108B inh	MCL1-BIM inh	CR mimetic SO	GLD-1 TGE inh	ZTA DNA inh	EBNA-1 inhibitor	MEX-5 binding	Efflux pump inh
C=CCOC(=O)C1=C(C)NC(=O)NC1c1cc2c(cc1Br)OCO2 (configuration not stated)
 : 6	0	3	95	2	7	2	1.3	-0.1
CCCOc1ccc(C(=O)CCC(=O)OCC(=O)Nc2ccc(OCC)cc2)cc1
 : -17	-4	-5	98	-1	-17	0	3.1	0.0
COc1ccc(OC)c(C(C)NC(=O)Nc2ccccc2)c1 (configuration not stated)
 : 2	-1	0	79	7	1	1	-0.7	0.0
O=C1OC/C(=C(/O)c2ccc(Cl)cc2)C1=O
 : 1	1	1	108	11	-2	0	1.2	0.0
O=C(CN1C(=O)NC2(CCCCCC2)C1=O)NCc1cccs1
 : 1	-2	-7	91	-1	-4	3	0.9	0.0
O=C(c1ccc([N+](=O)[O-])cc1)N1CCC(n2nnc3cc(F)ccc32)CC1
 : 5	-3	3	112	2	12	2	3.2	0.0
Cc1ccc(OCc2nnc(SCC(=O)c3ccccc3)n2-c2ccccc2)cc1
 : -3	1	-8	99	8	-1	4	-3.9	0.0
Cc1cc(C)c(C(N)=O)c(Nc2ccc3c(c2)OCCO3)n1
 : 5	2	8	95	-1	0	-4	-2.5	-0.1
CC(C)OCCCNC(=O)c1cc(S(=O)(=O)N2CCCCC2)c[nH]1
 : 5	0	1	95	6	-13	-4	-1.1	0.1
COc1cccc(NC(=O)CN2CCN(C(=O)c3ccco3)CC2)c1
 : 1	-2	-4	117	8	-18	-1	1.9	-0.1

Ordered by value in MEX-5 binding (low to high): 3 of the compounds above
structure | Bcl-xL primary | MCL1-BIM inh | GLD-1 TGE inh | EBNA-1 inhibitor | MEX-5 binding | Efflux pump inh
Cc1cc(C)n(CCNC(=O)CC2C(=O)NCCN2Cc2ccccc2C(F)(F)F)n1 (configuration not stated) | 17 | 25 | 11 | -11 | -4.2 | -0.1
COc1ccc(OC)c(C(C)NC(=O)Nc2ccccc2)c1 (configuration not stated) | 2 | 0 | 7 | 1 | -0.7 | 0.0
O=C1OC/C(=C(/O)c2ccc(Cl)cc2)C1=O | 1 | 1 | 11 | 0 | 1.2 | 0.0

Carrying on.
Sequence of screens – Bcl-xL primary	Fam108B inh	MCL1-BIM inh	CR mimetic SO	GLD-1 TGE inh	ZTA DNA inh	EBNA-1 inhibitor	MEX-5 binding	Efflux pump inh
CCn1c(CNC(=O)COC)nc2ccccc21
 : 4	1	2	86	-4	22	21	0.3	0.1
CCOC(=O)c1cc2c(s1)-c1ccccc1CC2
 : -1	-6	-7	96	-3	7	-3	-1.1	0.1
COc1ccc(C(=O)NNC(=O)C(Cc2ccc(O)cc2)NC(=O)c2ccccc2NC(=O)c2ccc(OC)cc2)cc1 (configuration not stated)
 : 6	-32	6	70	3	-20	-6	1.1	-0.2
O=C(CCc1c[nH]c2ccccc12)NC1CC1
 : 7	4	4	98	4	14	0	-3.9	-0.1
COCCN(Cc1cc2ccccc2[nH]c1=O)C(=O)c1ccccc1OC
 : -3	4	1	108	1	-5	7	-0.5	0.0
C/C=C(/C)C(=O)O[C@@H]1c2c(ccc3ccc(=O)oc23)O[C@@H]1C(C)(C)OC(=O)/C(C)=C\C
 : 3	-3	11	94	1	-14	4	1.7	0.0
O=S(=O)(c1ccc(-c2nnc(SCc3ccccc3)o2)cc1)N1CCCC1
 : 0	1	1	107	-4	-4	-3	-2.0	-0.1
Cc1ccc(C)c(CNS(=O)(=O)c2c(C)[nH]c(C)c2C(=O)N2CCCCC2)c1
 : 3	3	-1	120	7	3	2	-0.9	-0.2
COc1cc(C(=O)N(Cc2cc3cc(C)ccc3[nH]c2=O)CC2CCCO2)cc(OC)c1OC (configuration not stated)
 : 7	3	1	106	-3	-4	-2	0.9	0.2
CCOC(=O)C1CCN(C(=O)C2(NC(=O)NC3CCCCC3)CCCCC2)CC1
 : -3	-2	3	104	6	-11	-2	2.0	0.2

Other records follow.
Sequence of screens – Bcl-xL primary	Fam108B inh	MCL1-BIM inh	CR mimetic SO	GLD-1 TGE inh	ZTA DNA inh	EBNA-1 inhibitor	MEX-5 binding	Efflux pump inh
Cc1ccc(C)c(NC(=O)CSc2nnc(CNC(=O)c3cccs3)o2)c1
 : 2	3	7	102	-2	6	-3	0.3	0.4
CCOC(=O)Cn1nc(/C=C/c2ccc(OC)cc2)ccc1=O
 : 10	-1	6	98	5	4	-8	-0.2	0.0
CCOC(=O)c1cc(-c2ccccc2)n[nH]1
 : 1	0	3	106	-3	-10	-11	5.6	0.0
Cc1nc(NC(=O)/C=C/c2ccco2)sc1C
 : 3	-2	13	86	4	8	-3	-0.9	1.0
C[C@@H]1CN(C(=O)c2nc3ccc(Cl)cn3c2CNCC[C@@H]2C[C@@H]3C=C[C@H]2C3)C[C@H](C)O1
 : 3	2	0	98	-1	-8	-1	0.9	-0.2
Brc1ccccc1/C=N/Nc1nc2ccccc2o1
 : -2	-2	-1	108	-2	-1	2	0.1	0.0
Cc1ccc(OCc2nnc(SCc3cc(=O)[nH]c4ccccc34)o2)cc1
 : 3	1	4	100	7	-1	3	-0.5	-0.3
Cc1ccc(N2C(=O)N(C(C)C)C(C)(C)CC2(C)O)cc1 (configuration not stated)
 : 4	-1	1	93	0	-12	-5	-0.5	0.1
Cc1ccc(/C=N/N(C)S(=O)(=O)c2ccc(C)cc2)cc1
 : 3	7	-8	76	7	9	4	0.6	0.0
CCc1nnc(NC(=O)CSc2nnc(-c3cc4ccccc4cc3O)n2CC)s1
 : -2	-2	-7	113	2	1	-11	-0.7	0.2

Continued.
Sequence of screens – Bcl-xL primary	Fam108B inh	MCL1-BIM inh	CR mimetic SO	GLD-1 TGE inh	ZTA DNA inh	EBNA-1 inhibitor	MEX-5 binding	Efflux pump inh
CCOC(=O)C1CCN(C(=O)c2cccnc2Oc2ccccc2)CC1
 : 2	-2	10	102	1	3	-6	-0.5	0.1
CCCCCOCC(O)CCC(=O)NN (configuration not stated)
 : 9	-4	6	95	-7	-2	-17	-1.3	0.4
Cc1ccc(C(=O)NC2CCN(S(=O)(=O)c3ccc(F)cc3)CC2)cc1
 : 5	0	-5	102	-2	14	4	1.2	-0.1
Cc1csc(NC(=S)NC(=O)c2ccccc2)n1
 : 11	-1	12	99	1	-6	-3	-0.5	0.2
COc1cccc(CNC(=O)C2=Cc3cccc(OC)c3OC2)c1
 : 9	1	4	103	-2	1	4	0.9	0.2
Cc1cc(C)cc(-n2ncc3c2CCCC3NC(=O)CN2CCCC2=O)c1 (configuration not stated)
 : -3	-1	-3	117	7	8	1	2.4	0.0
c1ccc(N2CCN(Cc3nc4ccccc4[nH]3)CC2)nc1
 : -1	4	-4	105	5	-8	9	0.8	0.1
C=CCc1cc(C=O)cc(OC)c1OCc1c(Cl)cccc1Cl
 : 1	-3	4	95	1	-3	2	-0.2	-0.1
Cc1ccc(N2C(N)=NC(N)=NC23CCCC3)c(C)c1
 : 4	1	-3	107	5	9	0	-3.2	0.1
COCCn1c(-c2cccc([N+](=O)[O-])c2)nc2c1c(=O)[nH]c(=O)n2Cc1ccccc1
 : 5	0	-1	103	0	-7	-3	-1.2	0.1
O=[N+]([O-])c1ccc(C2Nc3cccc4cccc(c34)N2)cc1
 : 10	13	8	90	17	14	-7	0.2	-0.4

Quoted from the entries so far, 12 compounds:
Sequence of screens – Bcl-xL primary	Fam108B inh	MCL1-BIM inh	CR mimetic SO	GLD-1 TGE inh	ZTA DNA inh	EBNA-1 inhibitor	MEX-5 binding	Efflux pump inh
Cc1ccc(/C=N/N(C)S(=O)(=O)c2ccc(C)cc2)cc1
 : 3	7	-8	76	7	9	4	0.6	0.0
CCc1nnc(NC(=O)CSc2nnc(-c3cc4ccccc4cc3O)n2CC)s1
 : -2	-2	-7	113	2	1	-11	-0.7	0.2
CCOC(=O)C1CCN(C(=O)c2cccnc2Oc2ccccc2)CC1
 : 2	-2	10	102	1	3	-6	-0.5	0.1
CCCCCOCC(O)CCC(=O)NN (configuration not stated)
 : 9	-4	6	95	-7	-2	-17	-1.3	0.4
Cc1ccc(C(=O)NC2CCN(S(=O)(=O)c3ccc(F)cc3)CC2)cc1
 : 5	0	-5	102	-2	14	4	1.2	-0.1
Cc1csc(NC(=S)NC(=O)c2ccccc2)n1
 : 11	-1	12	99	1	-6	-3	-0.5	0.2
COc1cccc(CNC(=O)C2=Cc3cccc(OC)c3OC2)c1
 : 9	1	4	103	-2	1	4	0.9	0.2
Cc1cc(C)cc(-n2ncc3c2CCCC3NC(=O)CN2CCCC2=O)c1 (configuration not stated)
 : -3	-1	-3	117	7	8	1	2.4	0.0
c1ccc(N2CCN(Cc3nc4ccccc4[nH]3)CC2)nc1
 : -1	4	-4	105	5	-8	9	0.8	0.1
C=CCc1cc(C=O)cc(OC)c1OCc1c(Cl)cccc1Cl
 : 1	-3	4	95	1	-3	2	-0.2	-0.1
Cc1ccc(N2C(N)=NC(N)=NC23CCCC3)c(C)c1
 : 4	1	-3	107	5	9	0	-3.2	0.1
COCCn1c(-c2cccc([N+](=O)[O-])c2)nc2c1c(=O)[nH]c(=O)n2Cc1ccccc1
 : 5	0	-1	103	0	-7	-3	-1.2	0.1

Screening data from PubChem BioAssay.
